Assay outcomes (PubChem BioAssay)
PAFAH2 inh: inhibitors of human PAFAH2. Q99487. recombinant PAFAH2, FP-rhodamine activity probe, fluorescence polarization. inhibition, % at 3.39 µM. actives 0.99% (n = 340,000);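 active = inhibition above the mean over all tested compounds plus 3 SD, cut at about 30% in these data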;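 note: inhibitors block probe labeling of enzyme so polarization drops; 0% = enzyme with DMSO and 100% = wells lacking PAFAH2 protein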
PP1 counter: blocks human PP1-alpha phosphatase, a PP5 counter-screen | actives 0.9% (n = 320,000) | AID 2235 | purified PP1alpha, OMFP fluorescence | inhibition, % at 6.7 µM;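 active = inhibition above the mean inhibition of all tested compounds plus 3 SD, computed separately for each screening campaign, cut at about 15% in these data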
procasp3 activ: procaspase-3 (human) activation; P42574; recombinant procaspase-3 D3A, Ac-DEVD-pNA absorbance 405 nm; activation, % at 8.5 µM; actives 0.11% (n = 330,000); AID 463141;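 active = activation above the mean of all tested compounds plus 3 SD, cut at about 21% in these data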;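 note: 0% = DMSO alone and 100% = DMSO wells spiked with extra 5 µM PC-3 D3A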
Target sequence (P42574 whole entry D9A/D28A/D175A): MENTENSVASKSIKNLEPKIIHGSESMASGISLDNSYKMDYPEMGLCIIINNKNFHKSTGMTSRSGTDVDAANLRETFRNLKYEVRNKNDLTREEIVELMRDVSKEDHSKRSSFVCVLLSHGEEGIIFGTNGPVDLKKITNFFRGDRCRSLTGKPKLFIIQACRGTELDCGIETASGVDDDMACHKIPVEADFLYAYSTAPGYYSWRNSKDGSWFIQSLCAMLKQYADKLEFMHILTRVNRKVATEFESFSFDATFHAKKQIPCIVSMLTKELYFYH
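Assay system – Procaspase-3 D3A mutant, all three cleavage aspartates alanine · Controls – DMSO-only low control, 5 µM PC-3 D3A high control · Schedule – 1 h compound preincubation, 2 h substrate hydrolysis at 25 °C · Signal – 405 nm absorbance of p-nitroaniline, reads at 0 and 120 min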
TPT1 inhibitor: blocks Candida albicans tRNA 2'-phosphotransferase | recombinant caTPT1, FP RNA substrate dephosphorylation | inhibition, % at 5 µM | actives 0.81% (n = 300,000);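 active = inhibition above the mean of all tested compounds plus 3 SD, set per screening campaign, cut at about 24% in these data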;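 note: plate controls were DMSO alone for no effect and ferristatin control at 100 nM for full effect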
CTSL1 counter: cathepsin L1 inhibition, PFM18AAP counter-screen | recombinant F. hepatica cathepsin L1, Z-Leu-Arg-MCA fluorescence | actives 0.49% (n = 300,000) | AID 1906 | inhibition, % at 5.96 µM;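 active = inhibition above the mean of all tested compounds plus 3 SD, set per screening campaign, cut at about 17% in these data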;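 note: 0% = plate median of test compound wells and 100% = 1 µM Z-Phe-Ala-diazomethylketone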
procasp7 counter: activates human procaspase-7, counter-screen for procaspase-3 activators | P55210 | recombinant procaspase-7, Ac-DEVD-pNA absorbance 405 nm; D23A/D198A/D206A triple mutant, cannot self-cleave; scale: DMSO 0, 5 µM enzyme 100 | activation, % at 8.5 µM | actives 0.093% (n = 330,000) | AID 463210;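 active = percent activation above the screen-wide mean plus 3 SD, cut at about 25% in these data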
Target sequence (P55210 whole entry D23A/D198A/D206A): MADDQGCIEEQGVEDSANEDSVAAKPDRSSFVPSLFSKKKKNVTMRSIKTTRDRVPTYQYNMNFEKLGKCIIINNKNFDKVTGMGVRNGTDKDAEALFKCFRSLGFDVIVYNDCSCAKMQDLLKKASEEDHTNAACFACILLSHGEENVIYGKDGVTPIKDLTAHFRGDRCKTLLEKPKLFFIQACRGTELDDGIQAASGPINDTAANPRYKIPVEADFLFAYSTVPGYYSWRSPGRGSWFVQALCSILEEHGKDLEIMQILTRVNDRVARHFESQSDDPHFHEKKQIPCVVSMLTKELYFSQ
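Assay system: Uncleavable procaspase-7 mutant enzyme; Input: 2 µM procaspase-7 mutant as dispensed; Also added: DEVD-pNA substrate; Medium: Zinc-free HEPES pH 7.4 with 300 mM NaCl, 0.01% Triton X-100; Timing: 1 h compound preincubation, 2 h substrate cleavage, 25 °C; Measured by: Epi-absorbance of released pNA at 405 nm, two timepoints.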
AHR act: activates the human aryl hydrocarbon receptor | actives 2.5% (n = 320,000) | AHR-responsive luciferase reporter cells, luminescence | P35869 | activation, % at 5 µM; in the data active = activation above about 47%;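 note: 0% = vehicle wells and 100% = reference agonist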
HCV core dimer: HCV core protein dimerization inhibition; TR-FRET GST/Flag-core106 dimerization, 1536-well; inhibition, % at 5 µM; actives 0.33% (n = 300,000);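 active = inhibition above the mean of all tested compounds plus 3 SD, set per screening campaign, cut at about 45% in these data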
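test system = GST/Flag-tagged HCV core106 proteins | probe or stimulus = Eu donor and XL665 acceptor anti-tag antibodies | times = compound-protein-antibody incubation 4 h at 22.5 °C | signal = TR-FRET, excitation 340 nm, emission 617 and 671 nm | measure = percent inhibition of core106 dimerization signal | controls = wells lacking GST-core106 and wells with excess unlabelled core106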
PP5 primary: blocks human protein phosphatase 5 activity | purified PP5c, OMFP substrate fluorescence | inhibition, % at 6.7 µM | actives 0.18% (n = 320,000) | AID 1987;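 active = inhibition above the campaign's mean inhibition across all tested compounds plus 3 SD, cut at about 9.5% in these data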;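 note: 0% = DMSO only and 100% = 100 µM cantharidin control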
Target sequence (P53041 whole entry, looked up): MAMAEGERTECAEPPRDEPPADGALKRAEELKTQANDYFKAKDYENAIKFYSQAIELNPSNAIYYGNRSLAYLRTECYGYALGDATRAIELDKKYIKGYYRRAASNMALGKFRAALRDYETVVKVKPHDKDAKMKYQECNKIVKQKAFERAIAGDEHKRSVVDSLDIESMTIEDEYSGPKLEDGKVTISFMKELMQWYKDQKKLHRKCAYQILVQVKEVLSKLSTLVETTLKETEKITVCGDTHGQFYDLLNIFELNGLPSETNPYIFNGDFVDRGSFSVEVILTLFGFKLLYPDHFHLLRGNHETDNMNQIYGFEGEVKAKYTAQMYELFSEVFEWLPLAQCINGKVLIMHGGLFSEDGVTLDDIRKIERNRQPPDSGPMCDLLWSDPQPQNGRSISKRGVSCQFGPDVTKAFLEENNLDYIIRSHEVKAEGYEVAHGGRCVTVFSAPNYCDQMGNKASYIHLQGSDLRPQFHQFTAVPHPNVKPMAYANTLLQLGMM
* marks the source's active call; other numbers are inactive results; nt = not tested or not shown.

No. | Molecule | PAFAH2 inh | PP1 counter | procasp3 activ | TPT1 inhibitor | CTSL1 counter
1 | O=C(NC1CCCCCC1)C1CCN(S(=O)(=O)c2ccccc2)CC1 | 1 | 0 | 3 | -2 | 3
2 | CN(c1cccc(NC(=O)CN(c2ccc(F)cc2)S(C)(=O)=O)c1)S(C)(=O)=O | -7 | 0 | -10 | -3 | -3
3 | CCc1nnc(NC(=O)CCC(=O)N2CCN(S(=O)(=O)c3cc(Cl)ccc3OC)CC2)s1 | -6 | -3 | 1 | -2 | 1
4 | c1ccc(Cc2nn3c(-c4ccncc4)nnc3s2)cc1 | 7 | -5 | -11 | -1 | 3
5 | CC1CCCCC1NC(=O)CN1C(=O)CSc2cc(S(=O)(=O)N3CCCCCC3)ccc21 (stereo not given) | 0 | -2 | 4 | -1 | 0
6 | CC(C)(C)S(=O)(=O)c1nc2ccccc2s1 | -3 | -1 | 0 | -3 | -3
7 | Cc1cccc(NC(=O)c2sc3ncn(CC(=O)N4CCN(c5ccccn5)CC4)c(=O)c3c2C)c1 | 7 | 6 | -11 | -1 | 3
8 | CC1(C)CC2CC(C)(CN2C(=O)NC(=O)c2ccccc2)C1 (stereo not given) | 4 | 3 | 12 | -4 | 1
9 | CCOc1ccc(CCNC(=O)C2CCCN(S(=O)(=O)c3c(C)n[nH]c3C)C2)cc1OCC (stereo not given) | 2 | -2 | 4 | -1 | -4
10 | CNc1nc(SCC(=O)Nc2ccc(Cl)c(Cl)c2)nc(N2CCOCC2)n1 | 5 | -2 | 0 | 2 | 1
11 | Cn1c(=O)c2c(nc(SCC(=O)O)n2Cc2cccc(C(F)(F)F)c2)n(C)c1=O | 1 | -1 | 2 | -4 | -2
12 | COCC(=O)Nc1ccc(C(C)C)cc1 | -6 | -5 | 3 | -2 | -3

No. | procasp7 counter | AHR act | HCV core dimer | PP5 primary
1 | 5 | -1 | 1 | -0.8
2 | 3 | 1 | 2 | -1.2
3 | 4 | 3 | -5 | -0.6
4 | -13 | 1 | 4 | -3.8
5 | 5 | -2 | 7 | 0.1
6 | 13 | 2 | 4 | -1.1
7 | -4 | 2 | 9 | 1.3
8 | 6 | -1 | -6 | 1.1
9 | 3 | 4 | -2 | -0.6
10 | 11 | 2 | 11 | 0.9
11 | -3 | 0 | -5 | -1.0
12 | -10 | -4 | -6 | -1.2

Random excerpt: 7 entries already listed, in no set order.
No. | Molecule | PAFAH2 inh | PP1 counter | procasp3 activ | TPT1 inhibitor | CTSL1 counter
6 | CC(C)(C)S(=O)(=O)c1nc2ccccc2s1 | -3 | -1 | 0 | -3 | -3
8 | CC1(C)CC2CC(C)(CN2C(=O)NC(=O)c2ccccc2)C1 (stereo not given) | 4 | 3 | 12 | -4 | 1
2 | CN(c1cccc(NC(=O)CN(c2ccc(F)cc2)S(C)(=O)=O)c1)S(C)(=O)=O | -7 | 0 | -10 | -3 | -3
11 | Cn1c(=O)c2c(nc(SCC(=O)O)n2Cc2cccc(C(F)(F)F)c2)n(C)c1=O | 1 | -1 | 2 | -4 | -2
1 | O=C(NC1CCCCCC1)C1CCN(S(=O)(=O)c2ccccc2)CC1 | 1 | 0 | 3 | -2 | 3
5 | CC1CCCCC1NC(=O)CN1C(=O)CSc2cc(S(=O)(=O)N3CCCCCC3)ccc21 (stereo not given) | 0 | -2 | 4 | -1 | 0
10 | CNc1nc(SCC(=O)Nc2ccc(Cl)c(Cl)c2)nc(N2CCOCC2)n1 | 5 | -2 | 0 | 2 | 1

No. | procasp7 counter | AHR act | HCV core dimer | PP5 primary
6 | 13 | 2 | 4 | -1.1
8 | 6 | -1 | -6 | 1.1
2 | 3 | 1 | 2 | -1.2
11 | -3 | 0 | -5 | -1.0
1 | 5 | -1 | 1 | -0.8
5 | 5 | -2 | 7 | 0.1
10 | 11 | 2 | 11 | 0.9

Remaining list, next part
No. | Molecule | PAFAH2 inh | PP1 counter | procasp3 activ | TPT1 inhibitor | CTSL1 counter
13 | CCC(CO)NCc1sccc1C (stereo not given) | -2 | -2 | -4 | -4 | -1
14 | Cc1ccc(C)c(NC(=O)Cn2ccn(-c3ccc4c(c3)OCO4)c(=O)c2=O)c1 | -9 | -5 | 1 | -1 | 0
15 | COCc1cc(/C=N\NC(=O)COc2ccccc2)ccc1OC | 3 | -6 | 3 | 2 | -3
16 | CCCCn1nnnc1NCc1cc(OC)c(OC)cc1OC | -2 | -5 | 1 | -4 | 1
17 | COc1ccc(CN2[C@@H](CC(C)=O)c3cc(C(F)(F)F)ccc3S2(=O)=O)cc1 | 4 | 1 | 3 | -3 | 17*
18 | Cn1c(=O)oc2cc(S(=O)(=O)N3CCc4ccccc43)ccc21 | -5 | 0 | 2 | 6 | 4
19 | CCc1ccc(C(=O)COC(=O)CNC(=O)c2ccco2)cc1 | -1 | -3 | 3 | -3 | -2
20 | CCN1CCN(CC(=O)Nc2ccccc2)C(=O)C1=O | 4 | -2 | 6 | -5 | -2
21 | COc1ccc(CCNC(=O)C2CCN(C(=O)c3cccc(Cl)c3)CC2)cc1OC | 2 | -1 | 5 | -1 | -1
22 | COc1ccc(NC(=S)NCCNC(C)=O)cc1 | 0 | -6 | 0 | 1 | -2
23 | CC(=O)Nc1ccc(S(=O)(=O)N(C)c2ccccc2)cc1 | -2 | -2 | 1 | -1 | -8
24 | O=C(O)c1cc(NCc2cccs2)ccc1N1CCOCC1 | -5 | 0 | 7 | 2 | -1

No. | procasp7 counter | AHR act | HCV core dimer | PP5 primary
13 | 0 | 0 | -1 | -0.8
14 | 14 | -1 | 2 | 3.0
15 | 5 | 9 | -8 | 3.5
16 | 3 | 1 | 3 | -2.7
17 | 9 | 3 | -4 | 3.9
18 | -1 | 16 | -1 | 0.8
19 | 14 | -1 | -1 | -1.9
20 | 4 | -1 | -7 | -0.8
21 | 7 | -1 | 7 | -1.6
22 | 8 | 0 | -4 | 0.3
23 | -11 | 7 | 2 | -0.9
24 | 1 | 4 | -5 | 0.4

Additional structures.
No. | Molecule | PAFAH2 inh | PP1 counter | procasp3 activ | TPT1 inhibitor | CTSL1 counter
25 | CC(=O)Nc1ccc(S(=O)(=O)N(Cc2cccnc2)Cc2cc3ccc(C)cc3[nH]c2=O)cc1 | 5 | -3 | -1 | 3 | 0
26 | CCc1nn(CC(=O)NCCCN2CCN(C)CC2)c(=O)c2cc3sccc3n12 | -3 | -1 | -6 | 4 | -3
27 | Cc1cc(C)n2nc(SCC(=O)Nc3ccc(S(=O)(=O)N(C)C)cc3)nc2n1 | 3 | -7 | 1 | nt | nt
28 | CC(Oc1ccccc1F)C(=O)NNC(=O)CC(C)c1ccccc1 (stereo not given) | 8 | -2 | -5 | -2 | 4
29 | S=C1NC2(CCCCC2)NN1c1ccccc1 | 0 | -1 | -5 | 0 | -7
30 | Cc1ccc(NC(=O)c2nnn(-c3cc(C)cc(C)c3)c2N)cc1 | -13 | 2 | 5 | 0 | 1
31 | CN(C)c1cc[n+](CC(=O)Nc2cccc([N+](=O)[O-])c2)cc1 | -6 | 5 | -2 | -1 | 2
32 | COc1ccc(Cl)cc1NC(=O)NC1CCCCC1 | -3 | 4 | 2 | -1 | 0
33 | COc1ccc(-c2cc(=O)c3c(OC)c(OC)c(OC)c(OC)c3o2)cc1OC | 7 | -5 | 4 | 1 | 1
34 | CCCCCN(C(=O)NC(=O)Nc1ccc(C)cc1C)S(C)(=O)=O | 0 | -1 | -5 | -2 | -5
35 | COC(=O)Cn1c2ccc(C)cc2c2nc(C)sc21 | 5 | -6 | 3 | 1 | 2
36 | CNC(=O)COc1ccc(Cl)c2cccnc12 | 8 | -1 | -3 | 1 | 3

No. | procasp7 counter | AHR act | HCV core dimer | PP5 primary
25 | 3 | 3 | 0 | -0.2
26 | -2 | 1 | -5 | 3.2
27 | -7 | 0 | nt | 1.5
28 | 1 | 0 | -4 | -0.8
29 | 6 | 30 | 2 | -2.7
30 | -3 | -5 | -7 | 4.0
31 | 3 | -3 | -4 | 4.5
32 | -14 | -1 | -10 | 6.0
33 | -9 | 35 | 6 | 0.6
34 | 1 | 2 | 3 | 2.3
35 | -8 | -4 | -3 | 1.1
36 | -2 | 0 | -4 | -0.2

(list continues)
No. | Molecule | PAFAH2 inh | PP1 counter | procasp3 activ | TPT1 inhibitor | CTSL1 counter
37 | Cc1nn(C)c(Oc2ccc(Cl)cc2)c1C(=O)O | 0 | 1 | -1 | -3 | -5
38 | COc1ccc(CN2CCNC(=O)C2CC(=O)N(C)Cc2ccccn2)cc1OC (stereo not given) | 9 | -6 | -3 | -1 | -3
39 | Cc1cc(-n2c(C)cc(C(=O)CCl)c2C)no1 | -7 | -3 | 1 | 2 | 15
40 | COc1ccccc1C(=O)N1CCC(N2CCN(c3ccccc3)CC2)CC1 | -1 | -1 | -1 | -1 | 3
41 | CCOC(=O)c1csc(N/N=C2\CCCc3ccccc32)n1 | 11 | 3 | 0 | -1 | 6
42 | Cc1c(C)[n+](=O)c2c(n1[O-])CCC2 | 3 | -4 | -4 | -2 | -6
43 | O=C1N[C@@H](c2ccccc2)COC(=O)[C@@H](Cc2ccc(F)cc2)CC/C=C/C[C@@H]1CC(=O)N(CCO)Cc1ccccc1 | 14 | nt | 11 | nt | nt
44 | Cc1ccc(CNC(=O)COc2ccc(C(=O)c3ccc(F)cc3)cc2)cc1 | -5 | 0 | 9 | 4 | 0
45 | CNC(=O)c1ncnnc1N(C)C(=O)NCc1ccccc1 | -5 | 1 | -1 | 0 | -3
46 | Cc1cccc(OCCSc2nncn2C)c1 | -5 | -3 | 5 | 2 | -1
47 | COc1ccc(N2CCN(C(=O)CSc3nnc4n3C(C)(C)Cc3ccccc3-4)CC2)cc1 | -2 | 0 | -3 | -3 | -4
48 | COCCN(C(=O)CSc1nc2nc(C)cc(C)n2n1)c1c(N)n(Cc2ccccc2)c(=O)[nH]c1=O | 0 | -3 | 4 | 0 | 0
49 | CCOP(=O)(OCC)C(Nc1cccc([N+](=O)[O-])c1)c1ccc(N(C)C)cc1 (stereo not given) | nt | 2 | -7 | 3 | 1
50 | C=CCc1cc(Cl)ccc1OCCOCCNC(C)(C)C | 5 | -1 | 7 | -2 | -4
51 | Nc1nc(NCCCN2CCOCC2)nc(Nc2ccc(F)cc2)c1[N+](=O)[O-] | 0 | 1 | -6 | -4 | 3

No. | procasp7 counter | AHR act | HCV core dimer | PP5 primary
37 | -10 | 4 | -3 | 0.6
38 | -2 | 6 | -4 | 2.4
39 | -3 | -1 | 2 | -1.8
40 | 0 | 2 | -1 | -3.1
41 | -7 | 12 | -8 | 2.8
42 | 2 | 1 | 0 | 2.3
43 | -2 | 0 | nt | nt
44 | 5 | -1 | -2 | 3.1
45 | 0 | -1 | -5 | -1.0
46 | 11 | 5 | -2 | 2.1
47 | -6 | -3 | 4 | 2.9
48 | -2 | 0 | 1 | 1.5
49 | -3 | 0 | -1 | -0.3
50 | 4 | -2 | 5 | -0.2
51 | 10 | 83* | 3 | 2.6
